Bioassay records as filed in PubChem.
FLuc modulator: qHTS profiling assay for firefly luciferase inhibitor/activator using purifed enzyme and Km concentrations of substrates (counterscreen for miR-21 project); Luciferin 4-monooxygenase (Photinus pyralis), P08659; purified FLuc, Km substrates, luminescence inhibition; Potency, µM (doses to about 57.5 µM), for inactives: top-dose activity change, negative = inhibition, most hits filed as inhibitors; actives 6.9% (n = 360,000); AID 588342, 2011;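 further: plate controls were vehicle for no effect and reference inhibitor for full effect; nearly all actives have a fitted effect of over 55% in size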
Target sequence (P08659 whole entry, looked up): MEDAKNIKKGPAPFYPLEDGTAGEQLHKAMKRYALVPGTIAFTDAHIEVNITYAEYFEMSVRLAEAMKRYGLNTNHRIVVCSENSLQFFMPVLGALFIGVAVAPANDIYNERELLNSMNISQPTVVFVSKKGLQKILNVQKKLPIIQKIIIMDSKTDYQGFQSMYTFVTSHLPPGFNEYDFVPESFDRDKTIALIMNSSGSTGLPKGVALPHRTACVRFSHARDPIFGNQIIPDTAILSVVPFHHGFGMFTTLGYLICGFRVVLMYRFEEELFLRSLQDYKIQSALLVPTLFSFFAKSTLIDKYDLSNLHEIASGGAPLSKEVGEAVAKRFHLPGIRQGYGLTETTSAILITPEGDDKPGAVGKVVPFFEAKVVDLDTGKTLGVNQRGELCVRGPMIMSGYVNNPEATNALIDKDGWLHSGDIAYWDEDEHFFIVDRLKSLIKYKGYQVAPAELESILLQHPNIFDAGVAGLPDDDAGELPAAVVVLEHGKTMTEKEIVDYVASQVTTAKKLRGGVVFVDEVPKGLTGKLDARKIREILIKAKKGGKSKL
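Purified P. pyralis luciferase (10nM final) with 10uM D-luciferin and 10uM ATP (Km levels) in 50mM Tris acetate pH 7.5, 10mM Mg acetate, 0.01% Tween-20, 0.05% BSA; qHTS 6-point titration, ~60 µM downward; luminescence read.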
Gal4-VP16 FLuc: VP16 counterscreen qHTS for inhibitors of ROR gamma transcriptional activity; Drosophila S2 Gal4-VP16 UAS-luciferase, luminescence, 20 h; Potency, µM (doses to about 53.6 µM), without a hit: top-dose activity, negative = inhibition, usual class: inhibitors; actives 3.5% (n = 310,000); AID 2546, 2010;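 further: Gal4-VP16 expression switched on by copper sulfate through the metallothionein promoter; on the % scale 0 is the no-effect control and ±100 the full control effect; nearly all actives have a fitted effect of over 50% in size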
BRCA1 expr up: qHTS Assay to Identify Small Molecule Activators of BRCA1 Expression; AID 624202, 2012; Potency, µM (titrated, usually from 46.1 µM), for the others: top-dose activation, most hits filed as activators; actives 1.1% (n = 380,000); MCF7-BRCA1-FFLuc reporter, luminescence, 48 h; response scale: scaled: vehicle 0%, 10 µM genistein 100%; further: nearly all actives have a fitted effect of over 80% in size; some results filed as inactive show a strong effect at the top dose
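Quantitative HTS in MCF7 cells stably reporting BRCA1 expression via firefly luciferase. Compound treatment lasts 48 h at 37 °C in phenol-red free MEM. Activation is expressed relative to genistein at 10 microM and DMSO.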
ELG1 genotox: qHTS screen for small molecules that induce genotoxicity in human embryonic kidney (HEK293T) cells expressing luciferase-tagged ELG1 | AID 504466, 2011 | actives 1.3% (n = 330,000) | HEK293T ELG1-luciferase reporter, luminescence, 16 h | Potency, µM (top dose mostly 46 µM), inactives show at the top dose activity change, positive = activation, hits mostly activators; further: % of control where 0% means no effect; nearly all actives have a fitted effect of over 60% in size
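DMSO vehicle served as control against compound-treated ELG1-luciferase HEK293T cells; exposure lasted 16 hr at 37 °C and 5% CO2, followed by ONE-Glo luminescence detection after 30 min.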
RORg inh: qHTS for inhibitors of ROR gamma transcriptional activity; Nuclear receptor ROR-gamma (Mus musculus), P51450; Drosophila S2 Gal4-RORgamma UAS-luciferase reporter, 20 h; Potency, µM (top dose mostly 53.6 µM), inactives show at the top dose activity change, negative = inhibition, usual class: inhibitors; actives 5.4% (n = 310,000); further: on the % scale 0 is the no-effect control and ±100 the full control effect; nearly all actives have a fitted effect of over 60% in size
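Drosophila Schneider cells stably carrying a metallothionein-driven Gal4 DBD–ROR gamma fusion and a UAS-Photinus luciferase reporter were exposed to compound for 1 hr, then induced with copper sulfate (700 uM final) for 20 hr at ambient temperature before luminescence reading.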
p53 reactivation: qHTS assay for re-activators of p53 using a Luc reporter. Potency, µM (doses to about 92.2 µM), inactives show at the top dose activity change, positive = activation, hits mostly activators. H1299 p53-A138V BP100-luciferase reporter, luminescence, 24 h. actives 0.063% (n = 320,000); further: % of control where 0% means no effect; nearly all actives have a fitted effect of over 45% in size
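p53-null H1299 cells stably carrying temperature-sensitive p53-A138V and a BP100-luciferase reporter were pinned with compounds (4-point, 1:5 series) and held 24 hrs at 37 deg C. Luminescence was read 10 min after detection reagent.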
NPC1 prom act: qHTS Assay for NPC1 Promoter Activators | Huh7 NPC1 promoter luciferase reporter, 24 h | Potency, µM (titrated, usually from 9.22 µM), for the others: at the highest dose activation, usual class: activators | actives 2.4% (n = 320,000);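 further: % of control where 0% means no effect; nearly all actives have a fitted effect of over 60% in size; reporter is driven by a mutant NPC1 promoter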
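Luminescence from an NPC1 promoter-driven luciferase reporter in stably transfected Huh7 cells was measured after 24 h compound treatment at 37 °C, followed by 10 min ambient incubation with luciferase detection reagent.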
Rab9 promoter act: qHTS Assay for Rab9 Promoter Activators; Huh7 Rab9 promoter-luciferase reporter, luminescence, 24 h; Potency, µM (titrated, usually from 9.22 µM), for inactives: at the top dose activation, negative = inhibition, hits mostly activators; actives 2.8% (n = 320,000); AID 485297, 2010; further: % of control where 0% means no effect; nearly all actives have a fitted effect of over 60% in size
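Huh7 reporter line, Rab9 promoter upstream of luciferase. Compound exposure 24 h at 37 °C in reduced-serum medium with 10% FBS. Read-out: luminescence.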
uPA surface inh: qHTS for Inhibitors of Cell Surface uPA Generation. actives 0.31% (n = 330,000). Potency, µM (top dose mostly 38.3 µM), inactives show at the highest dose activity change, negative = inhibition, most hits filed as inhibitors. AID 540303, 2011. cell surface uPA generation assay, qHTS; active means well fitted inhibition curve with a large enough effect; inconclusive means small, poorly fitted or top-dose-only effect; inactive means no such curve, though single readings can be large or run the other way; tested in mouse RAW 264.7 cells; further: on the % scale 0 is the no-effect control and ±100 the full control effect; nearly all actives have a fitted effect of over 55% in size
MLL CXXC-DNA inh: qHTS Fluorescence Polarization Assay for Inhibitors of MLL CXXC domain - DNA interaction. Histone-lysine N-methyltransferase 2A (Homo sapiens), Q03164. MLL-CXXC / FITC-HOXA9 DNA fluorescence polarization. Potency, µM (top dose mostly 115 µM), for the others: top-dose activity change, negative = inhibition, hits mostly inhibitors. actives 0.037% (n = 290,000). AID 2662, 2010; active means well fitted inhibition curve with a large enough effect in the polarisation, with a control signal flat, not every such curve was filed as active; inconclusive means small, poorly fitted or top-dose-only effect, or effect the other way, or a change in a side signal; inactive means no such curve, though single readings can be large or run the other way; the % refers to the polarisation
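Fluorescence polarization: 7 uM MLL-CXXC (stock) preincubated 5 min with compounds, then 50 nM fluorescein-HOX-A9 DNA (stock) added; 30 min ambient. Buffer 50 mM Tris-HCl pH 7.5, 50 mM NaCl, 1 mM DTT, 0.05% BSA.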
MBNL1 CUG block: qHTS Assay for Inhibitors of MBNL1-poly(CUG) RNA binding. Muscleblind-like protein 1 (Homo sapiens), Q9NR56. TR-FRET MBNL1-His/biotin-(CUG)12 binding, 665/545 ratio. Potency, µM (doses to about 57.5 µM), without a hit: at the highest dose activity change, negative = inhibition, hits mostly inhibitors. actives 0.036% (n = 280,000); active means well fitted inhibition curve with a large enough effect in the signal ratio, with a control signal flat, not every such curve was filed as active; inconclusive means small, poorly fitted or top-dose-only effect, or effect the other way, or a change in a side signal; inactive means no such curve, though single readings can be large or run the other way; the % refers to the signal ratio; further: on the % scale 0 is the no-effect control and ±100 the full control effect
Target sequence (Q9NR56 whole entry, looked up): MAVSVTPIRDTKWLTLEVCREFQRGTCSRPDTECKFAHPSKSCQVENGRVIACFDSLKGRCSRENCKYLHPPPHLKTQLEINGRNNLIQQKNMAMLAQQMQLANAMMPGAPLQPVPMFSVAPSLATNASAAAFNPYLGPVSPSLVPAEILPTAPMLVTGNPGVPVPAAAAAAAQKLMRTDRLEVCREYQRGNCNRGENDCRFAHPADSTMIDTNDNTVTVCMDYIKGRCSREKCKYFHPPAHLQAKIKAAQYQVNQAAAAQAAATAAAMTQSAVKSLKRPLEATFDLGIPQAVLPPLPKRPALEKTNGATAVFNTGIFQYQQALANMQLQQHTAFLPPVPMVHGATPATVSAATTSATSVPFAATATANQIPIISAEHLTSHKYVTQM
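TR-FRET between His-tagged MBNL1 and biotin-(CUG)12 RNA, detected with Tb anti-His antibody (0.055 ng/ul) and streptavidin-XL665 (5 nM), 60 min at room temperature. Compounds titrated 92 nM to 58 uM; 665/545 nm ratio normalized to buffer and complex controls.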
* marks the source's active call; other numbers are inactive results; ? = inconclusive; . = no result given; & = joins results of further samples; [ ] = remark or other dose. Unless noted, the call rests on the fitted dose curve; in most records, active means well fitted curve in the direction sought with a large enough effect; inconclusive means small, poorly fitted or top-dose-only effect, or another doubt; inactive means no such curve, though single readings can be large; an effect the other way counts as inactive or inconclusive. Potency means the concentration at half of the fitted maximal effect. Only part of the results is shown; the hit share may differ from the screen's.

Preview, two compounds:
Below each compound: BRCA1 expr up | MLL CXXC-DNA inh | Rab9 promoter act | uPA surface inh | MBNL1 CUG block | Gal4-VP16 FLuc | RORg inh | p53 reactivation | FLuc modulator | NPC1 prom act | ELG1 genotox
- COc1ccc(OC)c(-c2csc(NC(=O)C3COc4ccccc4O3)n2)c1 (configuration not stated)
 : -10% | 15% | 2% | 2% | -7% | -2% | -10% | -2% | -15% | -1% | 3%
- CC(=O)Nc1ccc(-c2cc(-c3ccc(NC(C)=O)cc3)nc(-c3ccc(NC(C)=O)cc3)n2)cc1
 : 1% | -6% | 1% | -7% | 115%[activator] | -18% | -4% | -7% | 0% | -5% | 0%

Results (from the top)
Below each compound: BRCA1 expr up | MLL CXXC-DNA inh | Rab9 promoter act | uPA surface inh | MBNL1 CUG block | Gal4-VP16 FLuc | RORg inh | p53 reactivation | FLuc modulator | NPC1 prom act | ELG1 genotox
- COc1ccc(OC)c(-c2csc(NC(=O)C3COc4ccccc4O3)n2)c1 (configuration not stated)
 : -10% | 15% | 2% | 2% | -7% | -2% | -10% | -2% | -15% | -1% | 3%
- CC(=O)Nc1ccc(-c2cc(-c3ccc(NC(C)=O)cc3)nc(-c3ccc(NC(C)=O)cc3)n2)cc1
 : 1% | -6% | 1% | -7% | 115%[activator] | -18% | -4% | -7% | 0% | -5% | 0%
- CC(/C=C1\SC(=S)N(NS(=O)(=O)c2ccc(C)cc2)C1=O)=C\c1ccccc1
 : 1% | 1% | 0% | 1% | -7% | -1% | 13% | 3% | ? | -5% | 0%
- O=S(=O)(c1ccccc1)[C@@]1(c2ccccc2)C[C@@H]2ON=C(c3cccc(Br)c3)[C@@H]2C1
 : -9% | . | -6% | -3% | . | . | . | -3% | 0% | -2% | -3%
- CC(=O)Nc1ccc2c(CSc3nnc(N)s3)cc(=O)oc2c1
 : 2% | -16% | -41%[inhibitor] | 3% | . | ? | 2% | -3% | -3% | -1% | -6%
- Cc1ccc(C2=NNC(c3ccc(Cl)cc3)=Nc3ccccc32)o1
 : -16% | 4% | 0% | -1% | . | -92% | ? | 1% | -11% | 0% | -2%
- Cc1ccc2[nH]c(=O)c(CN(Cc3ccco3)S(=O)(=O)c3c(C)ccc4nsnc34)cc2c1
 : -82% | 8% | -17% | -4% | 17% | -4% | 19% | -6% | 3%[2.3 µM] | -5% | -14%
- Cc1ccccc1NS(=O)(=O)c1ccc2[nH]cc(C(=O)N(C)Cc3ccco3)c(=O)c2c1
 : -30% | 6% | 3% | 0% | 3% | -2% | -29% | -11% | 3% | -2% | -5%
- O=C1C2CC=CCC2C(=O)N1c1ccc(NCCc2ccc(O)cc2)c([N+](=O)[O-])c1 (configuration not stated)
 : -18% | 4% | -7% | -8% | ? | ? | -42% | 6% | ? | 0% | 0%
- O=C(COC(=O)c1ccccc1NCCO)Nc1cc(C(F)(F)F)ccc1N1CCOCC1
 : -3% | ? | 5% | -3% | 2% | -6% | ? | 1% | 1% | -3% | -18%
- Cc1ccc(-c2ccc(SCC(=O)N3CCCc4ccccc43)nn2)cc1
 : . | 9% | 8% | . | 4% | 4% | 20% | ? | 8.5µM* | 7% | 3%
- NC(=O)C1CCN(CCC(=O)Nc2cccc(Cl)c2)CC1
 : -20% | -8% | 2% | -6% | -9% | 1% | -1% | -1% | -1% | -1% | 0%
- CCc1nnc(NC(=O)CCC(=O)NC2CCCCC2)s1
 : -24% | 1% | 5% | -11% | -10% | -16% | -8% | -1% | 2% | -10% | -2%
- CN(C)c1ccc(N=Nc2ccccc2C(=O)OCC(=O)NCC2CCCCC2)cc1
 : -8% | 2% | 20% | -10% | . | -7% | 6% | ? | 4.8µM* | 8% | -3%
- CN1CCN(C(c2cccs2)c2nnnn2Cc2ccc(F)cc2)CC1 (configuration not stated)
 : -1% | -1% | -5% | 5% | 1% | 7% | -13% | -1% | 2% | -3% | 2%
- CCOC(=O)C1CCN(C(=O)CCc2ccccc2)CC1
 : 23% | -8% | -1%[1.84 µM] | 3% | -6% | -15% | 1% | 4% | 2% | 0% | -1%
- CCOC(=O)C1CSC2(CCC(c3ccccc3)CC2)N1 (configuration not stated)
 : -1% | 2% | -5% | 3% | -2% | 2% | 19% | 2% | -9% | -3% | 4%
- Cc1ccc(NC(=O)CN(C)S(=O)(=O)c2ccc(Br)s2)cc1F
 : 1% | -2% | 0% | 0% | -14%[11.5 µM] | -7% | ? | -2% | -14% | -8% | -3%
- CC(C)Nc1ccc(-n2nc3ccccc3[n+]2[O-])cc1
 : -16% | 7% | 0.5µM* | -18% | ? | 10µM* | ? | 9% | 1.9µM* | 0.35µM* | ?
- COc1ccc(N2CCN(C(=O)CCS(=O)(=O)c3ccc(C)cc3)CC2)cc1
 : -2% | 8% | -1% | 0% | -1% | . | . | . | 5% | 3% | -8%
- O=C(CSc1nc2ccccc2c(=O)n1Cc1ccco1)N1CCCCCC1
 : -40% | 1% | -11% | 1% | -7% | ? | ? | 9% | 1% | -4% | -4%
- CC1(C)CC(=O)C(=Cc2cn(CCC#N)nc2-c2ccc(Cl)cc2)C(=O)C1
 : 18% | ? | -1% | 20% | 21% | 0% | 28% | -2% | ? | -2% | 3%
- CC(=O)Nc1cccc(Oc2ncnc3scc(-c4ccc(C(C)C)cc4)c23)c1
 : -46% | 20% | -1% | -2% | 1% | -2% | ? | -10% | -2% | -3% | -8%
- COc1ccc(/C=N/NC(=O)c2sc(C)nc2C)cc1
 : -46% | -6% | -2% | -14% | 9% | -17% | -17% | -2% | ? | -9% | 2%
- COc1cccc(/C=N/n2c(-c3cc(C)[nH]n3)n[nH]c2=S)c1
 : 3% | -5% | 0% | 1% | -4% | -14% | -48% | -1% | -2% | -6% | 4%
- O=C(c1ccc(Cn2c(=S)[nH]c3ccc(N4CCOCC4)cc3c2=O)cc1)N1CCC(N2CCCCC2)CC1
 : 0% | 5% | -12% | 2% | -12% | -14% | 2% | ? | ? | -4% | 9%
- O=C(COC(=O)C12CC3CC(CC(C3)C1)C2)Nc1ccc([N+](=O)[O-])cc1Cl
 : 3% | 0% | -5% | -2% | 5% | -3% | 2% | -4% | 4% | -3% | 0%
- CN1C(=O)Cc2cc(S(=O)(=O)NCCc3ccccc3)ccc21
 : -13% | 4% | 1% | 6% | -5% | 3% | -1% | -3% | 2%&-7% | 0% | 0%
- Cc1cc(C)nc(NC(=O)c2ccc(C)c([N+](=O)[O-])c2)n1
 : -2% | 4% | -7% | 3% | 22% | 2% | -17% | ? | 7% | -5% | 0%
- CS(=O)(=O)N(CC(=O)N1CCCCC1)C1CCCCC1
 : 0% | 9% | 5% | 5% | -2% | -1% | 0% | 4% | 6% | 0% | 1%

Following part:
Below each compound: BRCA1 expr up | MLL CXXC-DNA inh | Rab9 promoter act | uPA surface inh | MBNL1 CUG block | Gal4-VP16 FLuc | RORg inh | p53 reactivation | FLuc modulator | NPC1 prom act | ELG1 genotox
- COc1ccc(/C(O)=C2/C(=O)C(=O)N(CCCC(=O)O)C2c2ccc(OC)cc2)cc1 (configuration not stated)
 : 1% | 5% | -3% | 4% | -1% | -6% | -15% | -2% | 0% | -5% | 3%
- O=C(CNC(=O)N1CC(=O)Nc2ccccc21)NCc1ccc(Cl)cc1
 : -2% | 28% | -1% | -1% | -8% | 4% | 14% | 0% | 2% | 3% | 2%
- O=C(Nc1ncccn1)c1ccc([N+](=O)[O-])o1
 : -42% | ? | 0% | -13% | . | ? | 14µM* | -11% | -3% | -3% | 6%
- O=C(/C=C/c1ccc([N+](=O)[O-])cc1)c1ccco1
 : -3% | 5% | 4% | 5% | 6% | -7% | 1% | 10% | -7% | -10% | -2%
- COc1ccc(C2=NOC(COc3ccc([N+](=O)[O-])cc3)C2)cc1 (configuration not stated)
 : 22% | -6% | -3% | -3% | 4% | 5% | 0% | 3% | -11% | -6% | -4%
